Screens as filed in PubChem.
D1 PAM – enhances dopamine response at the human D1 receptor; 360,000 compounds, 0.036% hits; AID 504651; potentiation, % at 10 µM; P21728; HEK293 TREx D1 cells, calcium flux, dopamine EC20 potentiation; in the data active means potentiation above about 30%; further: 0% is about no effect
D2 PAM – positive allosteric modulators of human D2 dopamine receptor. P14416. HEK293 T-REx D2, calcium flux, EC20 dopamine potentiation. potentiation, % at 10 µM. 340,000 compounds, 0.34% hits;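 active means potentiation over 3 SD above the plate norm, cut at about 30% in these data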; further: 0% is about no effect
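Using a no-wash calcium dye in inducible, force-coupled HEK293 Trex cells expressing D2, we tracked fluorescence each second for 180 s after compound, then for 180 s after EC20 dopamine to detect augmented signalling.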
TRHR ag – activates the human TRH receptor; AID 493084; 360,000 compounds, 0.18% hits; activation, % at 2 µM; TRHR cells, calcium flux fluo-8, FDSS agonist mode; P34981; in the data active means activation above about 30%; further: 0% is about no effect
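Steps: seed TRHR cells overnight; add fluo-8 no-wash Ca dye, RT 30 min–1.5 h; record 10 s baseline; pin-transfer compounds; monitor fluorescence 1 cycle/s for the agonist window. Calcium increases flag candidate agonists.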
TRHR PAM – allosteric enhancers of human TRH receptor; enhancement, % at 2 µM; 360,000 compounds, 0.66% hits; P34981; TRHR cells, fluo-8 calcium fluorescence, EC20 TRH enhancement; in the data active means enhancement above about 30%; further: 0% is about no effect
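Enhancer read-out: after compound pinning and an initial kinetic agonist-mode read, an EC20 of TRH (10 nM final) was injected and fluo-8 calcium signal (Ex 480/Em 530) followed at 1 s/cycle for 100 cycles in TRHR-expressing cells.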
D1 antag – antagonists of human D1 dopamine receptor | AID 504652 | HEK293 TREx D1 cells, calcium flux, dopamine EC80; active compounds read low | activity change, negative = inhibition, % at 10 µM | P21728 | 360,000 compounds, 3.2% hits; in the data active means activity change below about -30%; further: on the % scale 0 is the no-effect control and ±100 the full control effect
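After overnight tetracycline induction at 30 C, force-coupled D1 HEK293 cells took up a no-wash calcium dye at room temperature. Compounds were added and monitored 180 s, and the response to EC80 dopamine was then recorded.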
Apoferritin bind – binds horse apoferritin like a general anesthetic. AID 485281. Potency, µM (titrated, usually from 77.5 µM), inactives show at the highest dose activity change, negative = displacement, actives largely listed as inhibitors. apoferritin/1-aminoanthracene competitive binding, fluorescence. 350,000 compounds, 0.074% hits. P02791; further: potency means the concentration at half of the fitted maximal effect; on the % scale 0 is the no-effect control and ±100 the full control effect; nearly all actives have a fitted effect of over 20% in size
Target sequence (P02791 2-175 limits assumed): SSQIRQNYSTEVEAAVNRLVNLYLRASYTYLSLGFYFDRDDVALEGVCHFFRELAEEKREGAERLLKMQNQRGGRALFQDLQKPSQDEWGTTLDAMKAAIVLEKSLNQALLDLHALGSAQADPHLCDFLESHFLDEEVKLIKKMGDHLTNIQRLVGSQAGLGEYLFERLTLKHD
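10 uM apoferritin + 50% sat. 1-AMA, PBS; cpd 10 min RT; Ex380/Em535 endpoint; normalized to free probe vs complex; 4-param Hill fit; propofol titration as pos. ctrl.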
RXFP1 ag – RXFP1 (human) receptor agonism; HEK293T-RXFP1 cAMP TR-FRET, 30 min; response scale: percent of porcine relaxin response, buffer zero; Potency, µM (doses to about 57.5 µM), without a hit: at the highest dose activation, hits mostly activators; 370,000 compounds, 0.3% hits; further: potency means the concentration at half of the fitted maximal effect; on the % scale 0 is the no-effect control and ±100 the full control effect; nearly all actives have a fitted effect of over 60% in size; many of its hits are not listed in these tables
Target sequence (Q9HBX9 whole entry, looked up): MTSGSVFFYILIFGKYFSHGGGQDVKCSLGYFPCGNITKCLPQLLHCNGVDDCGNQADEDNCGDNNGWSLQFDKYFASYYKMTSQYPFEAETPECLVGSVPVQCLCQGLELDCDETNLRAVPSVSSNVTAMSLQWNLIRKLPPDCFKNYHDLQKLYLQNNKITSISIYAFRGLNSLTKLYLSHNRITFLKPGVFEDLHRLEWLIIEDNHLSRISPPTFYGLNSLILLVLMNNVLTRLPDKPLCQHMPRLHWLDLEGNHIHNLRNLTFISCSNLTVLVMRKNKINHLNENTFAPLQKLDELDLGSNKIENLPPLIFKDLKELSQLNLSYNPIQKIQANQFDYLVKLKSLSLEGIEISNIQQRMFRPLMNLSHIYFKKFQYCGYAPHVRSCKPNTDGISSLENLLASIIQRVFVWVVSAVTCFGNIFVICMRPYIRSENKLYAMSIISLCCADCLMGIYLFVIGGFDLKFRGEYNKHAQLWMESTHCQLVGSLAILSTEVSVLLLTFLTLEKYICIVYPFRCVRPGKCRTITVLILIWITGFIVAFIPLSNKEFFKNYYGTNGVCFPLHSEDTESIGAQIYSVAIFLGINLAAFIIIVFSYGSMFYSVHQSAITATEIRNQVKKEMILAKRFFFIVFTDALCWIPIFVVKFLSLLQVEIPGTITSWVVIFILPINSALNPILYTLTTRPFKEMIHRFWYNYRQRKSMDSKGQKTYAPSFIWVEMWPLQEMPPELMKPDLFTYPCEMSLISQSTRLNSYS
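cAMP rise read by TR-FRET after 30 min, 37C compound exposure (up to 58 uM) in RXFP1-transfected HEK293 cells with Ro 20174 present. EC50 from Hill-equation fits, with 29 nM porcine relaxin as 100% and buffer as basal.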
D1 ag – agonists of human D1 dopamine receptor | HEK293 T-REx D1 cells, calcium flux, agonist mode | activation, % at 2 µM | 360,000 compounds, 1% hits | AID 504660; in the data active means activation above about 30%; further: 0% is about no effect
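Inducible HEK293 T-REx D1 cells, force-coupled to calcium signalling, were plated at 4000 cells/well with tetracycline and held overnight at 30 C. After no-wash calcium dye loading, compound-evoked calcium rise over 180 s flagged agonists.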
RXFP1 antagonist – antagonists of human relaxin receptor RXFP1; HEK293-RXFP1, relaxin-stimulated cAMP HTRF, 30 min; active compounds read low; activity change, negative = inhibition, % at 57.5 µM; 350,000 compounds, 0.59% hits; AID 1259400;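 active means activity change of -60% or lower, but not beyond a set lower limit; inconclusive means change between -60% and -40%, or beyond the set limit; inactive means change above -40%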; further: on the % scale 0 is the no-effect control and ±100 the full control effect
Starred values were filed as active, the others as inactive; ? = inconclusive; . = not tested or not shown; & = joins results of further samples; [ ] = another dose, or the depositor's remark. Unless noted, the call rests on the fitted dose curve; in most records, active means well fitted curve in the direction sought with a large enough effect; inconclusive means small, poorly fitted or top-dose-only effect, or another doubt; inactive means no such curve, though single readings can be large; an effect the other way counts as inactive or inconclusive.

SMILES	D1 PAM	D2 PAM	TRHR ag	TRHR PAM	D1 antag	Apoferritin bind	RXFP1 ag	D1 ag	RXFP1 antagonist
CCOc1ccc2nc(SCC(=O)NCc3ccccc3)[nH]c2c1	-8	-5	-1.0	-1	9	-4%	0.0%	3	4
Cc1ccc(/C=c2\s/c(=C(/C#N)C(=O)N3CCCC3)n(Cc3ccco3)c2=O)s1	-8	6	6.4	-5	1	-7%	-0.3%	18	-7
NC(=O)c1c(NC(=O)CN2CCOCC2)sc2c1CCC2	-5	-5	0.3	66*	9	-8%	2.7%	2	-6
CC(C)c1noc(-c2ccccc2OCC(=O)Nc2ccccc2[N+](=O)[O-])n1	4	-1	-0.2	1	21	-9%	-2.7%	-3	.
O=C(O)CCc1ccc(-c2cccs2)n1CCC(=O)O	-1	8	-2.4	11	1	-1%	-0.7%	5	-9
COc1cc2c(cc1NC(=O)c1cccc(F)c1)CCCC2	-2	18	0.4	0	-2	-18%	-0.4%	2	-9
O=c1[nH]c(/C=C/c2ccc(Br)cc2)nc2c1cnn2-c1ccccc1	-6	4	0.4	-5	13	-6%	0.1%	3	.
CCCc1cc(=O)[nH]c(NCCc2ccccc2)n1	-2	12	0.2	2	8	-11%	0.6%	10	-10
O=C(CSc1nnc(-c2cccnc2)n1C1CCCCC1)NC1CCCC1	-7	5	-0.6	6	-8	-3%	0.4%	1	1
CN(NC(=O)Nc1ccc(Cl)cc1)c1c(Cl)c(Cl)nn1C	-3	12	-1.0	0	-40*	-8%	1.8%	10	-4
N#CCOC(=O)c1c2c(nc3ccccc13)CCC2	12	-3	-0.6	-1	5	-12%	3.1%	4	-6
COc1ccc(-n2c(=O)c3ccc(C(=O)NCc4ccc(C)cc4)cc3n(CC(=O)Nc3ccc(C)cc3)c2=O)cc1	0	.	2.6	-10	3	?	?	8	.
NC(=O)Cn1c(=O)n(CCCCCC(=O)NCc2ccccc2)c(=O)c2sccc21	-2	9	1.2	-3	-39*	-7%	15%	1	-3
C#CCOCCOCCOCCNc1nc(N2CCN(C(=O)[C@H](CCCCN)n3cc(CCCC)nn3)CC2)nc(N2CCN(C(=O)[C@H](CCCCN)n3cc(CCCC)nn3)CC2)n1	0	-1	0.0	2	-9	1%	0.2%	-1	.
COc1cc(NC(=O)CN(c2cc(C)cc(C)c2)S(=O)(=O)c2c(C)[nH]c(=O)[nH]c2=O)cc(OC)c1	2&0	4	-0.1&0.1	-4&2	-12&2	-6%&-2%	1.2%&1.0%	0&2	8&-13
O=C(COc1ccc(C(=O)NCc2cccnc2)cc1)Nc1cccc(C(F)(F)F)c1	-2	6	0.0	3	-24	.	-0.1%	12	8
COc1ccc(-c2coc3c(C)c4oc(=O)c(CC(=O)O)c(C)c4cc23)cc1	0	5	0.4	-1	-4	6%	3.0%	1	-7
O=C(CNS(=O)(=O)c1ccc2c(c1)OCCCO2)N1CCN(c2ccc(F)cc2)CC1	0	14	-0.2	5	-15	.	-0.6%	6	-5
CN(C)S(=O)(=O)N(CC(=O)N1CCC(Cc2ccccc2)CC1)c1ccccc1	-5	1	0.0	2	-7	-13%	-1.6%	0	12
O=S(=O)(O)c1nc2ccccc2n1CCOc1ccccc1	0	-3	-0.3	-5	2	-10%	-1.0%	4	13
O=C(COc1ccc2ccccc2c1)NNC(=O)c1ccccc1	.	6	0.9	0	9	7%	1.9%	3	-1
COC(=O)c1ccccc1NC(=O)CSc1nc(C)c(Cl)c(C)c1C#N	0	0	0.7	-11	3	36%[activator]	13%	7	-3
CC1CCCN(C(=O)CN2C(=O)c3ccccc3C2=O)C1 (configuration not stated)	-6	-4	-0.2	-1	-6	?	1.2%	3	-8
COc1cccc(-n2cc(C(=O)NCc3ccc(C)cc3)c3ccccc3c2=O)c1	4	8	-0.7	-3	5	-2%	5.3%	1	-4

Brought forward from above: three compounds, then new ones.
SMILES	D1 PAM	D2 PAM	TRHR ag	TRHR PAM	D1 antag	Apoferritin bind	RXFP1 ag	D1 ag	RXFP1 antagonist
COC(=O)c1ccccc1NC(=O)CSc1nc(C)c(Cl)c(C)c1C#N	0	0	0.7	-11	3	36%[activator]	13%	7	-3
CC1CCCN(C(=O)CN2C(=O)c3ccccc3C2=O)C1 (configuration not stated)	-6	-4	-0.2	-1	-6	?	1.2%	3	-8
COc1cccc(-n2cc(C(=O)NCc3ccc(C)cc3)c3ccccc3c2=O)c1	4	8	-0.7	-3	5	-2%	5.3%	1	-4
O=C(OC(C(=O)NCc1ccco1)C(OC(=O)c1ccccc1)C(=O)NCc1ccco1)c1ccccc1 (configuration not stated)	-6	.	0.0	16	1	-2%	0.5%	5	-3
O=C(Nc1ccccc1)Nc1nnc(COc2ccccc2F)s1	5	0	0.8	5	7	-4%	-2.4%	15	-4
Cc1cc(F)ccc1S(=O)(=O)Nc1cc2c(C(=O)O)c(C)oc2c2ccccc12	-2	4	0.1	2	-10	-4%	-0.7%	0	-10
Cc1ccc(-c2nnc(Nc3ccc(CC(N)=O)cc3)c3ccccc23)cc1S(=O)(=O)NCC1CCCO1 (configuration not stated)	2	19	0.0	2	-18	0%	7.1%	0	-6
O=C(/C=C/c1ccco1)Nc1cccnc1Cl	1	2	-0.7	-3	7	29%	0.3%	1	-13
CCOCCCNC(=S)N1CCC(NC(=O)c2ccco2)CC1	0	10	0.5	3	7	-8%	2.3%	0	7
CC1(C)CC(=O)C=C(C(=O)N2CCCC(CCC(=O)NCc3ccccc3F)C2)O1 (configuration not stated)	-2	13	-0.7	-4	-15	-9%	-2.4%	0	-9
CCOC(=O)c1sc(N)nc1-c1ccccc1	1	5	-1.2	1	-10	7%	0.3%	0	.
COc1ccccc1NC(=S)N1CCN(Cc2ccccc2)CC1	-2	0	0.2	-3	-15	7%	0.5%	3	-4
O=C(Nc1ccc(F)cc1)c1cnc(-c2ccccc2)nc1-c1ccccc1	1	-9	1.8	7	1	-20%	1.7%	7	-3
CN1CCN(C(=O)c2ccc(CN(c3ccccc3)S(=O)(=O)c3ccccc3)cc2)CC1	-3	-6	-0.4	5	-3	-9%	-1.3%	6	9
O=C1C=C(c2ccccc2Oc2ccccc2)C[C@@H](c2ccc3c(c2)OCO3)C1	2	.	0.0	2	.	.	0.2%	1	.
COc1cc(OC)c(C2=NOC(C(=O)N3CCc4ccccc4C3)C2)cc1Cl (configuration not stated)	3	6	-2.0	7	-10	41%[activator]	-0.7%	3	-17
O=C(Nc1ccc(F)cc1)C1CC2CCC1C2 (configuration not stated)	2	.	1.2	2	-1	-20%	1.9%	8	2
N#Cc1ccc2ccn(CC(=O)N3CCCc4ccccc43)c2c1	15	18	0.0	18	-9	5%	-0.5%	8	-10
COc1cc(C2C(C(=O)c3ccco3)=C(O)C(=O)N2CC2CCCO2)ccc1O (configuration not stated)	-3	-10	0.2	5	-1	-1%	1.5%	2	-6
COc1ccc(NC(=O)CSc2nnnn2C)cc1S(=O)(=O)N1CCCCC1	-2	-10	0.5	10	-7	.	3.7%	1	-82*
O=C(Cn1cc(/C=C\[N+](=O)[O-])c2ccccc21)Nc1ccccc1	1	2	1.4	2	-13	5%	-0.3%	5	-105*
CC1CCN(S(=O)(=O)c2ccc3nc(-c4cccnc4)cc(C(=O)NCCCOC(C)C)c3c2)CC1	0	-2	-0.2	-4	-7	-4%	0.2%	1	3
CCOc1ccc(N(C(=O)c2snc(C(N)=O)c2N)C(CC)C(=O)NC2CCCC2)cc1 (configuration not stated)	-7	.	-1.1	2	2	-7%	15%	2	-3
Cc1cc(C)c(C#N)c(SCc2c(F)cccc2[N+](=O)[O-])n1	10	-13	-0.2	8	3	-23%	-0.2%	9	-6
CN(Cc1ccccc1)C(=O)COc1ccccc1	-6	-1	0.4	-3	2	-12%	0.4%	-3	1
CC(C)N(CCNC(=O)c1ccc(OCC2CCCO2)cc1)C(C)C (configuration not stated)	1	5	0.8	-5	10	-15%	1.8%	1	-19
Cc1ccc(C(=O)NCC(=O)N/N=C/c2cccs2)cc1[N+](=O)[O-]	-2	-12	-0.3	-4	14	?	0.7%	1	4
Cc1cccc(NC(=O)c2ccc(Cn3nc(N4CCN(c5ccccc5)CC4)ccc3=O)o2)c1C	-1	-4	-0.9	-2	-18	-23%	-1.6%	1	-9
CC(C)(C)C(=O)Nc1nnc(CCc2ccccc2)s1	2	15	0.4	16	21	-22%	1.4%	1	7
N#Cc1ccccc1OCC(=O)C1CC1	-2	-5	0.8	5	-12	-1%	1.3%	3	-20
COC(=O)c1ccc(NC(=O)CN2C(=O)c3ccccc3S2(=O)=O)cc1	-4	.	-0.3	0	-11	-1%	-0.8%	9	11
Cn1c(Cn2c(=O)sc3ccccc32)nnc1SCC(=O)NCCc1ccccc1	-5	-7	-0.3	3	14	-10%	0.2%	0	.
CC(=O)Nc1ccc(S(=O)(=O)NCC(=O)NNC(=O)COc2ccccc2Cl)cc1	6	-15	0.3	-3	1	.	0.0%	0	9
Cc1ccsc1C(=O)NCCC(c1ccccc1)c1ccccc1	-6	-5	0.7	-6	-8	-13%	-0.1%	19	0
C=C(C)c1cccc(C(C)(C)NC(=O)NCCCN2CCCC2=O)c1	-1	2	-0.1	-5	13	0%	-0.7%	1	14
O=C(CCc1nc(-c2ccccc2F)no1)Nc1cccnc1	-2	7	-0.2	-7	-1	-6%	2.4%	6	-2
CCCNC(=O)c1c(CSc2ccccc2)noc1C(=O)NCc1ccccc1	-2	2	2.6	-2	-6	-5%	0.0%	28	.
O=C(CS(=O)(=O)c1ccc(Cl)cc1)Nc1nnc(-c2cccs2)o1	-5	-13	0.8	3	-6	0%	2.6%	1	-75*
CC(C)(C)n1nnnc1C(c1cccs1)N1CCN(Cc2ccc3c(c2)OCO3)CC1 (configuration not stated)	2	1	-0.2	-3	7	-10%	-1.4%	1	2
Cc1ccccc1NS(=O)(=O)c1ccc(C(=O)NNC(=O)c2ccccc2O)cc1	0	10	1.0	10	-7	.	0.5%	-2	-13
Cc1ccc(S(=O)(=O)N2CCN(CC(=O)Nc3ccccc3C(=O)NC3CC3)CC2)cc1	0	5	-1.0	-4	-3	.	0.1%	0	0
CCc1ccc(-c2cc(C)no2)cc1S(=O)(=O)NCCc1ccccc1	1	-1	0.8	15	0	-1%	-0.1%	1	-12
COCCN1CCn2c(nc3cc(NC(=O)c4cccs4)ccc32)C1	-10	5	-0.8	10	-6	-9%	-0.9%	2	-6

This is a subset. The share of hits here may be higher or lower than overall.
